POLI inh: qHTS for Inhibitors of Polymerase Iota; Pol iota fluorescent replication assay, 10 min; DNA polymerase iota (Homo sapiens), Q9UNA4; 390,000 tested, 1% active; Potency, µM (titrated, usually from 115 µM), for inactives: top-dose activity, negative = inhibition, actives largely listed as inhibitors; further: potency means the concentration at half of the fitted maximal effect
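Fluorescent replication assay read twice, at 0 min and 10 min after adding 50 nM (final) substrate. Enzyme (10 nM) and compounds were first incubated 15 min at room temperature; enzyme-free buffer wells were negative controls.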
APEX1 inh: qHTS Assay for Inhibitors of the Human Apurinic/apyrimidinic Endonuclease 1 (APE1); Potency, µM (series often up to 65.8 µM), inactives show top-dose activity change, negative = inhibition, most hits filed as inhibitors; 350,000 tested, 0.35% active; recombinant APE1, TAMRA/BHQ-2 abasic DNA cleavage fluorescence;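 further: potency means the concentration at half of the fitted maximal effect; plate controls were vehicle for no effect and reference inhibitor for full effect; nearly all actives have a fitted effect of over 55% in size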
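Substrate: short duplex with […] THF abasic site, 5'-TAMRA and 3'-BHQ-2, 50 nM final. APE1 at 0.75 nM, preincubated 15 min RT with compound. Fluorescence increase from first to third read measured activity.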
RXFP1 antagonist: qHTS Assay for Antagonists of the Relaxin Receptor RXFP1; HEK293-RXFP1, relaxin-stimulated cAMP HTRF, 30 min; hits give low values; AID 1259400, 2018; 350,000 tested, 0.59% active; activity change, negative = inhibition, % at 57.5 µM;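 active means activity change of -60% or lower, but not beyond a set lower limit; inconclusive means change between -60% and -40%, or beyond the set limit; inactive means change above -40%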; further: on the % scale 0 is the no-effect control and ±100 the full control effect
Target sequence (Q9HBX9 whole entry, looked up): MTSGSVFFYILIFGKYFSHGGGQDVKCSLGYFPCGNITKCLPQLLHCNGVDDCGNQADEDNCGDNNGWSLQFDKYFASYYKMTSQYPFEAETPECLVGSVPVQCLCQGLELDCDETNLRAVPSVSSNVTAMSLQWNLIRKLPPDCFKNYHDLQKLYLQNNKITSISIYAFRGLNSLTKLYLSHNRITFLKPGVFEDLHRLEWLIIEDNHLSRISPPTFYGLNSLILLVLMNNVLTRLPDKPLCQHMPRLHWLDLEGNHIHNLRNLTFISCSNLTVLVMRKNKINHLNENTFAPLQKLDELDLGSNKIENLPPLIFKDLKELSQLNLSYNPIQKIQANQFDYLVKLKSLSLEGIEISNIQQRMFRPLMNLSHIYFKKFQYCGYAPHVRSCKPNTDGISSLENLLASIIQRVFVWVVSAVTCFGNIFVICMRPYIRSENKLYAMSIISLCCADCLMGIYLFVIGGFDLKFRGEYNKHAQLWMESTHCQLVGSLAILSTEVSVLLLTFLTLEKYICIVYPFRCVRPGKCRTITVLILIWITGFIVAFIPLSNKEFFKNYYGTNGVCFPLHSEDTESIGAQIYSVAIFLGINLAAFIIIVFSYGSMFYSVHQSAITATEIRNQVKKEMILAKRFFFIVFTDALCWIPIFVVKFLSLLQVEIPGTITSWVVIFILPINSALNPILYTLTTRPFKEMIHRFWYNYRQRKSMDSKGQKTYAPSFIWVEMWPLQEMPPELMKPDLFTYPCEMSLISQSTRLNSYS
Pol kappa inh: qHTS for Inhibitors of Polymerase Kappa; Potency, µM (highest dose often 107 µM), for inactives: top-dose activity, negative = inhibition, usual class: inhibitors; AID 588579, 2011; purified Pol kappa, fluorescent DNA synthesis assay, 10 min; 400,000 tested, 0.53% active; further: potency means the concentration at half of the fitted maximal effect; on the % scale 0 is the no-effect control and ±100 the full control effect
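Kinetic fluorescence screen: compound preincubated 15 min RT with 10 nM enzyme; 50 nM substrate (final) initiates; reads at 0/10 min.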
PGK inhibitor: qHTS Assay to Find Inhibitors of Phosphoglycerate Kinase; Phosphoglycerate kinase, glycosomal (Trypanosoma brucei brucei), P07378; PGK/GAPDH coupled, Kinase-Glo luminescence, 60 min; Potency, µM (series often up to 57.5 µM), for inactives: at the highest dose activity change, negative = inhibition, hits mostly inhibitors; 380,000 tested, 0.043% active; AID 602233, 2012; further: potency means the concentration at half of the fitted maximal effect; on the % scale 0 is the no-effect control and ±100 the full control effect; nearly all actives have a fitted effect of over 60% in size
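Luminescent ATP detection (Kinase-Glo Plus) follows a 60-minute room-temperature incubation, with wells lacking PGK as controls. Buffer: 100 mM TEA (pH 7.6), 5 mM MgCl2, 0.01% Tween-20. Coupling enzyme GAPDH (100 nM final) supplies unstable 1,3-BPG in-well.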
POLH inh: qHTS for Inhibitors of Polymerase Eta. DNA polymerase eta (Homo sapiens), Q9Y253. Potency, µM (titrated, usually from 114 µM), without a hit: at the top dose activity change, negative = inhibition, usual class: inhibitors. 390,000 tested, 1.2% active. AID 588591, 2011. recombinant Pol eta, fluorescent DNA replication assay; further: potency means the concentration at half of the fitted maximal effect; on the % scale 0 is the no-effect control and ±100 the full control effect
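Pol eta (10 nM) was preincubated with compounds for 15 min at room temperature, after which fluorescent replication substrate (50 nM final) was added to start the reaction. Fluorescence was read kinetically at 0 and 10 min.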
BLM helicase inh: qHTS Assay for Inhibitors of Bloom's syndrome helicase (BLM) | RecQ-like DNA helicase BLM (Homo sapiens), P54132 | Potency, µM (highest dose often 56.1 µM), inactives show at the highest dose activity change, negative = inhibition, hits mostly inhibitors | 350,000 tested, 0.2% active | recombinant BLM DNA unwinding, fluorescence dequenching;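 further: potency means the concentration at half of the fitted maximal effect; plate controls were vehicle for no effect and no enzyme for full effect; nearly all actives have a fitted effect of over 35% in size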
Pol beta inh: qHTS Assay for Inhibitors of DNA Polymerase Beta | P06746 | Pol beta primer extension/strand displacement, fluorescence kinetic | Potency, µM (doses to about 114 µM), for inactives: at the highest dose activity change, negative = inhibition, hits mostly inhibitors | 340,000 tested, 1.3% active | AID 485314, 2010; further: potency means the concentration at half of the fitted maximal effect; on the % scale 0 is the no-effect control and ±100 the full control effect
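Pol beta (10 nM) was preincubated with compound for 15 min at room temperature. The reaction was then started with 50 nM substrate and read immediately and after a further 10 min at room temperature.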
Anesthetic bind: qHTS Assay for Identification of Novel General Anesthetics; apoferritin/1-aminoanthracene competitive binding, fluorescence; Ferritin light chain (Equus caballus), P02791; 350,000 tested, 0.074% active; Potency, µM (highest dose often 77.5 µM), for inactives: at the top dose activity change, negative = displacement, most hits filed as inhibitors; AID 485281, 2010; further: potency means the concentration at half of the fitted maximal effect; on the % scale 0 is the no-effect control and ±100 the full control effect; nearly all actives have a fitted effect of over 20% in size
Target sequence (P02791 2-175 limits assumed): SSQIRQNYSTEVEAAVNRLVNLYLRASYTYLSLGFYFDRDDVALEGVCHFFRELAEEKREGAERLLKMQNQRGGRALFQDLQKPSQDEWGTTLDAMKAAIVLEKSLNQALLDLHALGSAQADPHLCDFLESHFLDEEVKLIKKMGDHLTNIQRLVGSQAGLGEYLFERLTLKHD
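Steps: apoferritin (10 uM) was premixed with half-saturated 1-AMA in PBS, compounds were pin-transferred, plates stood 10 min at room temperature, fluorescence was read at 380/535 nm, and curves were fitted with a Hill equation.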
Active calls of the source: *; i = inactive; ? = inconclusive; . = no result given; [ ] = another dose, or the depositor's remark. Unless noted, the call rests on the fitted dose curve; in most records, active means well fitted curve in the direction sought with a large enough effect; inconclusive means small, poorly fitted or top-dose-only effect, or another doubt; inactive means no such curve, though single readings can be large; an effect the other way counts as inactive or inconclusive.

SMILES	POLI inh	APEX1 inh	RXFP1 antagonist	Pol kappa inh	PGK inhibitor	POLH inh	BLM helicase inh	Pol beta inh	Anesthetic bind
CC(NC(=O)c1cccnc1)C(=O)N1CCCCC1 (stereo not given)	13%	0%	5	-13%	-5%	-15%	-3%	37%	-7%
CN(C)c1nc(N)c([N+](=O)[O-])c(NCC2CCCO2)n1 (stereo not given)	55%[activator]	-3%	10	-16%	0%	-6%	-4%	8%	-8%
Cc1c(N(C)S(=O)(=O)c2cccc(C(=O)NC(C)C)c2)c(=O)n(-c2ccccc2)n1C	36%[activator]	23%	11	-6%	i	0%	-4%	23%	-14%
CCn1c(O)c(C=Nc2ccccc2)n(-c2ccccc2)c1=S	?	0%	0	4%	-9%	-4%	1%	4%	?
OCCc1c[nH]c2ccc(OCc3ccccc3)cc12	9%	7%	-1	1%	i	-5%	-3%	4%	-11%
CNS(=O)(=O)c1cc(NC(C)=O)c(C)cc1C	-1%	-2%	-4	-1%	-6%	-12%	2%	8%	4%
O=C(NCc1ccccc1)c1onc(CSc2ccccc2)c1C(=O)NCc1ccccc1	0%	.	.	-1%	1%	-13%	.	.	.
CCCOc1ccc(C(=O)CCC(=O)OCC(=O)N2CC(=O)Nc3ccccc32)cc1	6%	-5%	6	-9%	-7%	-14%	-5%	-6%	?
COc1ccc(/C=N/NC(=O)CN2CCN(Cc3ccccc3)CC2)cc1Br	4%	8%	-16	-5%	-1%	-5%	1%	3%	0%
COc1ccc(OC)c(C(=O)CN2C(=O)N(c3ccc(C)cc3)S(=O)(=O)c3ccccc32)c1	2%	.	3	-9%[60.1 µM]	-2%	4%	-4%	20%	52%[activator]
COC(=O)c1cc(COC(=O)CNC(=O)c2ccc(Br)cc2)oc1C	6%	-14%	-15	-7%	-4%	-5%	.	.	.
Cc1ccc(C(=O)/C=C/c2ccc3c(c2)OCCO3)c(O)c1	19%	-3%	-6	-10%	0%	-25%	-14%	11%	-11%
CSc1nc2nc3c(cc2c(=O)n1-c1ccccc1)COC(C)(C)C3	-4%	5%	10	-1%	-4%	-11%	0%	-28%	-7%
CCOc1ccc(-n2nnnc2SCC(=O)N2CCOCC2)cc1	4%	4%	-17	-9%	0%	-9%	2%	18%	2%
CCN(c1ccc(OC)cc1)S(=O)(=O)c1nnc(NC(=O)COc2ccc(C)cc2)s1	-6%	-7%	4	-16%	6%	-2%	-12%	7.9µM*	-7%
COc1ccc(OC)c(NC(=O)C(=O)NNC(=O)C23CC4CC(CC(C4)C2)C3)c1	70%[activator]	-10%	-18	1%	5%	-7%	-1%	20%	?
COc1cccc(CNC(=O)CCc2c(C)c3cc4c(C)coc4cc3oc2=O)c1	-24%	.	-6	14%	0%	5%	-2%	12%	-11%
COC(=O)c1cc(NS(=O)(=O)c2ccc(C)c3ccccc23)ccc1N1CCOCC1	142%[activator]	?	-10	-15%	1%	-8%	-4%	-23%	-9%
COc1ccccc1C(=O)NNC(=O)C(=O)Nc1cccc(Cl)c1C	68%[activator]	-3%	-11	2%	2%	-8%	-7%	0%	-14%
COc1cccc(CC2(CO)CCCN(Cc3ccccc3-c3ccco3)C2)c1 (stereo not given)	40%[activator]	2%	?	-11%	3%	?	-6%	3%	?
Cc1ccc(S(=O)(=O)C2(C(=O)Nc3ccc(C)c(Cl)c3)CC2)cc1	15%	.	-5	-11%	1%	-16%	-9%	-12%	7%
Cc1ccc(-c2ccc(=O)n(CC(=O)Nc3ccc4c(c3)OCCO4)n2)cc1	-12%	1%	-6	-15%	-4%	-16%	-10%	?	?
Fc1ccc(-n2cnnn2)c(F)c1	0%	2%	6	-6%	-7%	2%	2%	1%	-16%
Cc1ccc(S(=O)(=O)N2CCN(CCC#N)CC2)cc1	182%[activator]	4%	0	-3%	i	-16%	-8%	-4%	-6%
CS(=O)(=O)N(Cc1ccc(C(=O)NC2CCCCC2O)cc1)c1ccccc1 (stereo not given)	-8%	-6%	9	-13%	6%	-17%	-2%	-1%	-11%
COc1ccc2cc(CCNS(=O)(=O)c3c(C)cc(C)cc3C)c(=O)[nH]c2c1	-22%	25%	-7	1%	-5%	-14%	-3%	11%	-12%
Oc1ccc(NCc2cccc(OCc3ccccc3)c2)cc1	?	-11%	-5	-3%	-5%	-18%	?	16%	?
CCOCCOC(=O)c1cccc2c1-c1ccccc1C2=O	-7%	22%	7	1%	2%	-12%	0%	-8%	-3%
COc1ccc2c(c1)/C(=C\c1cccc(/C=C3/C(=O)Nc4ccc(OC)cc43)n1)C(=O)N2	-2%	.	-4	-8%	-4%	-4%	.	.	.
O=C(C1CCN(S(=O)(=O)Cc2ccccc2)CC1)N1CCN(c2ccccc2F)CC1	20%	.	-9	-7%	-6%	-17%	-3%	-22%	-5%
CCOc1ccc(CCNC(=O)C2CC(=O)N(CCc3ccccc3)C2)cc1OCC (stereo not given)	2%	37%[activator]	-13	10%	-9%	-6%	1%	16%	-6%
O=C1NC2(CCCCC2)C(=O)N1/N=C/c1ccccc1Br	-1%	-2%	-6	9%	i	5%	-7%	5%	-22%
C=CCNC(=O)c1onc(CSc2ccccc2)c1C(=O)O	-6%	15%	.	-6%	9%	-10%	-4%	-1%	-5%
O=C(Nc1ccccc1C(=O)N1CCOCC1)C1CC(=O)N(c2ccc(F)cc2)C1 (stereo not given)	-11%	7%	-11	7%	-8%	-8%	2%	?	-13%
COc1ccc(N(CC(=O)NC2CCCCC2)C(=O)CCCC(=O)Nc2ccccn2)cc1	114%[activator]	7%	2	-2%	-6%	-20%	-2%	3%	-7%
Cc1ccc(CCNC(=O)CCNS(=O)(=O)c2ccc3c(c2)oc(=O)n3C)cc1	22%	-8%	-9	-1%	1%	-6%	-3%	35%	-14%
COc1ccc(-c2cc(=O)oc(-c3cccc(C)c3)n2)cc1	2%	-7%	2	3%	-10%	-9%	-7%	2%	2%
c1ccc(Cn2c(-c3cncs3)nc3ccccc32)cc1	7%	-4%	0	-17%	-1%	-6%	-7%	1%	-22%
CCN(CC)C(=O)N1CCC(NC(=O)Cc2ccccc2)CC1	12%	1%	-9	-6%	0%	11%	0%	5%	-7%
Cc1ccc(C(=O)NNC(=O)C2CCN(Cc3ccc(Cl)c(Cl)c3)CC2)cc1	14%	2%	-4	-15%	-7%	2%	-5%	-1%	-8%

A draw from above in order of length of the SMILES, rising:
SMILES	POLI inh	APEX1 inh	RXFP1 antagonist	Pol kappa inh	PGK inhibitor	POLH inh	BLM helicase inh	Pol beta inh	Anesthetic bind
COc1ccc(-c2cc(=O)oc(-c3cccc(C)c3)n2)cc1	2%	-7%	2	3%	-10%	-9%	-7%	2%	2%
COc1ccccc1C(=O)NNC(=O)C(=O)Nc1cccc(Cl)c1C	68%[activator]	-3%	-11	2%	2%	-8%	-7%	0%	-14%
Cc1ccc(S(=O)(=O)C2(C(=O)Nc3ccc(C)c(Cl)c3)CC2)cc1	15%	.	-5	-11%	1%	-16%	-9%	-12%	7%
COc1ccc2cc(CCNS(=O)(=O)c3c(C)cc(C)cc3C)c(=O)[nH]c2c1	-22%	25%	-7	1%	-5%	-14%	-3%	11%	-12%
Cc1c(N(C)S(=O)(=O)c2cccc(C(=O)NC(C)C)c2)c(=O)n(-c2ccccc2)n1C	36%[activator]	23%	11	-6%	i	0%	-4%	23%	-14%

Continued:
SMILES	POLI inh	APEX1 inh	RXFP1 antagonist	Pol kappa inh	PGK inhibitor	POLH inh	BLM helicase inh	Pol beta inh	Anesthetic bind
O=C1NC(c2cn(-c3ccccc3)nc2-c2cccs2)C(C(=O)c2cccnc2)C(O)(C(F)(F)F)N1 (stereo not given)	14%	-1%	-2	-1%	3%	-15%	-3%	3%	-18%
c1cn2cc(-c3ccc4c(c3)OCO4)nc2s1	27%	18%	-9	-12%	-4%	6%	0%	21%	-20%
CCOC(=O)c1ccccc1NC(=O)c1c2c(nc3ccccc13)C(=O)N(C1CCCCC1)C2	25%	.	5	7%	-4%	-12%	0%	11%	-9%
Cc1ccccc1NC(=O)/C=C/c1cccc(C(F)(F)F)c1	6%	-4%	3	-11%	.	1%	1%	2%	?
NS(=O)(=O)c1cccc(NC(=O)COC(=O)CCc2ccccc2)c1	60%[activator]	67%[activator]	-3	-4%	i	-15%	-2%	-3%	-14%
CC1CN(C(=O)c2ccncc2)CC(C)O1 (stereo not given)	-9%[58.9 µM]	-2%	18	-9%	i	-2%	1%	10%	27%
COc1ccc(CN2CCCC2C(=O)Nc2ccc(OC)c(OC)c2)cc1OC (stereo not given)	13%	4%	-13	-6%	.	-4%	0%	27%	-4%
CC(C)N(C(=O)[C@H]1C[C@H](CC(=O)NCc2ccco2)C(=O)N2CCc3c([nH]c4cc(-c5ccco5)ccc34)[C@]12C)C(C)C	?	-24%	.	-11%	2%	-15%	.	.	.
NC(=O)C1CCN(C(=O)CCCCCn2c(=O)[nH]c3ccsc3c2=O)CC1	10%	-5%	-3	-7%	-4%	7%	6%	14%	-3%
CCOC(=O)CSc1cc(CS(C)(=O)=O)nc(-c2ccccn2)n1	77%[activator]	-2%	-2	-7%	-7%	-14%	2%	10%	0%
O=C(Cc1ccc(Br)cc1)Nc1ccccc1N1CCCC1	8%	-2%	-11	8%	0%	-8%	-6%	11%	-9%
COc1cc(NC(=O)C/C(C)=N/NC(=O)c2ccccn2)c(OC)cc1Cl	15%	40%[activator]	-8	-7%	-6%	-5%	-1%	-4%	2%
O=C(NCCCN1CCOCC1)c1cc2nc(-c3ccco3)cc(C(F)(F)F)n2n1	160%[activator]	40%	2	2%	8%	1%	-2%	-6%	112%[activator]
COC(=O)c1c(-c2ccc(OC)cc2)sc2cc(OC)c(OC)cc12	26%	27%	.	0%	i	-3%	.	.	.
CCCCCCCCNCCS(=O)(=O)NCc1ccccc1OC	14%	.	.	10%	-9%	-21%	.	.	.

An excerpt; the hit share may differ from the screen's.
